# RGS4 block – RGS4 inhibitors, primary screen, cell-based, HEK293 M3R inducible RGS4, calcium flux; Regulator of G-protein signaling 4 (Homo sapiens), P49798; 310,000 compounds, 0.45% hits; B-score at 10 µM; Fluo-4 calcium flux; active compounds read high; triggered by carbachol at its EC20;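 active = B-score, a plate-corrected calcium signal, over three deviations above library mean, with baseline fluorescence within five deviations of library mean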;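 also: RGS4 expression induced by doxycycline in cells with stable M3 receptor; B-score is computed from the integrated fluorescence ratio over baseline after carbachol; higher B-score means a larger calcium signal and so more RGS4 inhibition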
# KCNK3 block – human KCNK3 channel inhibitors, primary screen, CHO cells, FluxOR thallium flux, B-score | Potassium channel subfamily K member 3 (Homo sapiens), O14649 | FluxOR fluorescence; active compounds read low | B-score at 10 µM | 340,000 compounds, 0.84% hits;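 active = B-score under library mean minus 4 SD, starting fluorescence ratio at most library mean plus 5 SD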;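 also: more negative B-score means stronger inhibition of thallium flux through KCNK3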
# TMEM16A inh – TMEM16A chloride channel inhibitors, primary screen, cell-based, HTS. Anoctamin-1 (Mus musculus), Q8BHY3. HEK293 TMEM16A/YFP iodide influx fluorescence, ionomycin. normalized B-score (activity score, 25-100; higher = stronger inhibition) at 10 µM. 310,000 compounds, 1.2% hits. AID 588511, 2011;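 active = ratio plate-corrected score three or more library SD toward inhibition, starting fluorescence score within five deviations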;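 also: score derived from kinetic fluorescence span divided by baseline fluorescence per well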
# Target sequence (Q8BHY3 whole entry, looked up): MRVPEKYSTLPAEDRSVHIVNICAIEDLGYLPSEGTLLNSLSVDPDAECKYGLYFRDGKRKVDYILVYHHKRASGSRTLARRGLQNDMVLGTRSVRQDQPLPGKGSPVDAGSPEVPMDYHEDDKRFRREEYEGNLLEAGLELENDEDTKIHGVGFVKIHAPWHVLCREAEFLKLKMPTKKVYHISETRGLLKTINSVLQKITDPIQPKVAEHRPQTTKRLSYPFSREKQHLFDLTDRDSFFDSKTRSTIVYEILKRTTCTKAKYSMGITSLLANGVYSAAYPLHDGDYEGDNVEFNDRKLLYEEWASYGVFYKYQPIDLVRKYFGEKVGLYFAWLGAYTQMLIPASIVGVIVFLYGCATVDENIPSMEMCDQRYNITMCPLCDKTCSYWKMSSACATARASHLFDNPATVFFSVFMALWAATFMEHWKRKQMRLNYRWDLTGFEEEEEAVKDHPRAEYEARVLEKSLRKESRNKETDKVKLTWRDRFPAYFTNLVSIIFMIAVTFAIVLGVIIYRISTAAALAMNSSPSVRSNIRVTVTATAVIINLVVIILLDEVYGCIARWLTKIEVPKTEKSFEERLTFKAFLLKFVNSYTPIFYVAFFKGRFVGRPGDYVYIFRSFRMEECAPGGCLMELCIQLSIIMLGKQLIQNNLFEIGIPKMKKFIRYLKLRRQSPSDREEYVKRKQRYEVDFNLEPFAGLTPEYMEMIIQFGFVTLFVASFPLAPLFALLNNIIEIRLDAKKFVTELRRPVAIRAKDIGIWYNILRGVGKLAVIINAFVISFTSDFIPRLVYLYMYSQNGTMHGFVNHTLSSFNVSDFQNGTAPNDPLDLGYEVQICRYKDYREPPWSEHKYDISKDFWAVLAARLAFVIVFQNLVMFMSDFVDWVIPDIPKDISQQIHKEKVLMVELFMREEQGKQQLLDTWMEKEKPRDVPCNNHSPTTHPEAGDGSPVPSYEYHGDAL
# MrgX1 allo act – positive allosteric modulators of MrgX1, primary screen, HEK293 cells, Fluo-4 calcium flux; FDSS; active compounds read high; Mas-related G-protein coupled receptor member X1 (Homo sapiens), Q96LB2; AID 588675, 2011; B-score at 10 µM; 310,000 compounds, 0.63% hits;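 active = plate-corrected calcium response at least 3 library SD above typical, normal starting fluorescence, not activating the receptor alone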;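 also: compound read alongside a low EC10 to EC30 dose of BAM8-22 agonist; peak minus trough fluorescence over baseline measured at the second addition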
# MrgX1 ag – agonists of human MrgX1 receptor, primary screen, HEK293 cells, Fluo-4 calcium flux. 310,000 compounds, 0.44% hits. Fluo-4 calcium fluorescence, agonist mode; active compounds read high. B-score at 10 µM. Mas-related G-protein coupled receptor member X1 (Homo sapiens), Q96LB2;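 active = calcium response B-score plate-corrected fluorescence ratio at least 3 library SD, with starting fluorescence B-score inside 5 SD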
#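 Test system: Stable human MrgX1 HEK293 cell line | Schedule: Overnight plating before 1 h dye loading | Read-out basis: Baseline-normalised fluorescence change ratio, B-scored | Detection: Kinetic calcium dye fluorescence, Fluo-4 NW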
# hERG rescue – hERG rescue from dofetilide block, primary screen, cell-based, CHO-hERG, FluxOR thallium flux, dofetilide IC70; Voltage-gated inwardly rectifying potassium channel KCNH2 (Homo sapiens), Q12809; 310,000 compounds, 0.51% hits; activation (rescue from dofetilide block), less the hit threshold, % at 10 µM; dofetilide IC70 present; AID 1511, 2009;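 active = activation above the mean of controls blocked by dofetilide plus 5 SD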;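 also: thallium influx through hERG after potassium depolarization seen as dye fluorescence rise; in these data hits start at about 4.7%; inactives centre near -7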
# RGS4 act – RGS4 potentiators or activators, primary screen, cell-based, HEK293 M3R inducible RGS4, calcium flux. carbachol calcium flux Fluo4; active compounds read low. B-score at 10 µM. 310,000 compounds, 0.92% hits;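 active = B-score of the integrated calcium signal more than 4 SD below the library mean, with starting fluorescence not abnormally high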;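 also: negative B-score means reduced calcium response which marks RGS4 activation or potentiation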
#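 Material: M3R-expressing HEK293 line, RGS4 induced by doxycycline | Schedule: Overnight RGS4 induction, 30 min dye load 37 °C, 20 min compound RT | Measured by: Fluo4 fluorescence kinetic imaging of calcium | Read-out: Integrated calcium ratio converted to B score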
# KCNQ1 pot – potentiators or activators of KCNQ1 channel, primary screen, cell-based, thallium flux, high-throughput; CHO-K1 KCNQ1, thallium flux FluxOR fluorescence; active compounds read high; B-score at 10 µM; 310,000 compounds, 0.35% hits;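 active = fluorescence ratio B-score, a plate-corrected score, at least three library SD, with initial intensity B-score within 5 SD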
#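 Schedule – 37 °C overnight plating, 90-min dark dye load, 20-min compound pretreatment · System – stable KCNQ1 CHO-K1 line · Probe or stimulus – thallium- and potassium-containing depolarizing buffer · Measured by – kinetic FluxOR fluorescence, 10 s baseline plus 110 s post-stimulus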
# TMEM16A act – TMEM16A chloride channel activators or potentiators, primary screen, cell-based, HTS. Anoctamin-1 (Mus musculus), Q8BHY3. HEK293 TMEM16A/YFP-H148Q/I152L, iodide quench fluorescence; active compounds read low. B-score at 10 µM. 340,000 compounds, 0.3% hits. AID 623877, 2012;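 active = fluorescence-ratio B-score plate-corrected deviation score at least 3 library SD below zero, with starting fluorescence score within 5 deviations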;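 also: channel opened by trigger with iodide after compound preincubation; score built on the fluorescence ratio of max minus min over baseline; more negative score means more quench and so TMEM16A activation or potentiation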
# KCNK9 inh – KCNK9 potassium channel inhibitors, primary screen, HEK293 cells, thallium flux. 310,000 compounds, 1.2% hits. B-score at 10 µM. FluxOR thallium flux fluorescence; active compounds read low;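 active = ratio B-score over 3 SD below the library mean, with starting fluorescence within 5 SD of its mean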;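 also: negative B-score means less thallium flux so channel inhibition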
# KCNQ1 block – inhibitors of human KCNQ1 channel, primary screen, cell-based, thallium flux, high-throughput. B-score at 10 µM. AID 2642, 2010. Potassium voltage-gated channel subfamily KQT member 1 (Homo sapiens), P51787. CHO-K1 KCNQ1, FluxOR thallium flux fluorescence; active compounds read high. 310,000 compounds, 1.3% hits;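 active = compounds whose thallium flux B-score, printed positive for inhibition, exceeds three library SD while starting fluorescence stays within three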;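 also: channel opened by potassium depolarization with thallium stimulus after 20 min compound exposure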
# The depositor's hits bear a star; i = inactive; nt = not tested or not shown. This is a random part of the collection; about 6.3% have a hit in one of these screens.
SMILES,RGS4 block,KCNK3 block,TMEM16A inh,MrgX1 allo act,MrgX1 ag,hERG rescue,RGS4 act,KCNQ1 pot,TMEM16A act,KCNK9 inh,KCNQ1 block
CC(C)(C)c1nc2ccc([N+](=O)[O-])cc2[nH]1,i,i,i,i,i,-1.1,i,i,i,i,i
CCn1c2ccccc2c2nnc(SCC(=O)c3c(N)n(C)c(=O)n(C)c3=O)nc21,i,i,i,i,i,-18.6,i,i,i,i,i
CC1C(=O)Nc2ccc(S(=O)(=O)N3CCc4ccccc4C3)cc2NC1=O (stereo not drawn),i,i,i,i,i,-7.1,i,i,i,i,i
CCOc1ccc(Cl)cc1S(=O)(=O)n1cnc2ccccc21,i,i,i,i,i,-7.5,i,i,i,i,i
COc1ccc(Cc2nnc(NCCO)[nH]c2=O)cc1OC,i,i,i,i,i,-2.1,i,i,i,i,i
Cc1ccccc1C1c2[nH]c3ccccc3c2CCN1Cc1cccn1-c1ncccn1 (stereo not drawn),i,i,i,i,i,-23.2,i,i,i,i,i
CCOc1ccccc1NC(=O)c1ccccc1NS(C)(=O)=O,i,i,i,23.2*,i,-4.7,i,i,i,i,i
CC(=O)Nc1ccc(S(=O)(=O)CCC(=O)O)cc1,i,i,i,i,i,0.1,i,i,i,i,i
CN(CCOc1ccc(Cl)cc1)C(=O)CN1C(=O)NC2(CCCC2)C1=O,i,i,i,i,i,-9.4,i,i,i,i,i
CCOc1ccccc1OCCCNCc1ccco1,i,i,i,i,i,-9.8,i,i,i,i,i
CC1CCN(C(=O)c2ccc(NS(=O)(=O)c3cccc4cccnc34)cc2)CC1,i,i,i,i,i,-8.3,i,i,i,i,i
COc1ccc(N2C(=O)CCC(C(=O)N(C)CCc3ccccn3)C2c2ccc(OC)c(OC)c2)cc1 (stereo not drawn),i,i,i,i,i,0.8,i,i,i,i,i
O=C(c1ccc(C(F)(F)F)cc1)N1CCCCC1,i,i,i,i,i,-6.2,i,i,i,i,i
N#Cc1ccc(C2N=C(c3ccccc3)NO2)cc1 (stereo not drawn),i,i,i,i,i,-11.8,i,i,i,i,i
CCCCn1c(SCc2nc(N)nc(N3CCCCC3)n2)nc2c1c(=O)n(C)c(=O)n2C,i,i,i,i,i,-6.7,i,i,i,i,i
O=C(CCc1c[nH]c2ccccc12)NCCOc1ccccc1,i,i,i,i,i,-6.7,i,i,i,i,i
Cc1nc2ccc(Cl)cc2nc(C)/c1=N\O,i,i,i,i,i,-4.5,i,i,i,i,i
Cc1ccc(OCC(=O)NCCCNC(=O)c2ccccn2)cc1,i,i,i,i,i,-4.0,i,i,i,i,i
CC(=O)CCC(=O)c1ccc2ccccc2c1,i,i,i,i,i,-3.7,i,i,i,i,i
CC1CCN(C(=O)c2cc(-c3ccco3)on2)CC1,i,i,i,i,i,-4.6,i,i,i,i,i
C=CCN=C(C)C1=C(O)CCC1=O,i,i,i,i,i,-4.8,i,i,i,i,i
CCOC(=O)c1c(C)[nH]c(O)c1C=Nc1ccc(Cl)cc1,i,i,i,i,i,-6.8,i,i,i,i,i
O=C(Nc1sc2c(c1C(=O)c1ccc(Cl)cc1)CCCC2)c1cccnc1,i,i,i,i,i,-12.8,i,i,i,i,i
CC(C)(C)OC(=O)NCCCCCc1cn(CC(=O)NCCCCCCCCCCC(=O)N2CCN(C(=O)OC(C)(C)C)CC2)nn1,nt,i,i,i,i,nt,nt,nt,i,nt,nt
O=C(c1ccc(Cl)s1)N1CCN(c2ncccn2)CC1,i,i,i,i,i,-7.2,i,i,i,i,i
# (cont.)
SMILES,RGS4 block,KCNK3 block,TMEM16A inh,MrgX1 allo act,MrgX1 ag,hERG rescue,RGS4 act,KCNQ1 pot,TMEM16A act,KCNK9 inh,KCNQ1 block
CCOP(=O)(c1ccccc1)c1nc(-c2ccccc2C)oc1NCc1ccccc1 (stereo not drawn),i,i,i,i,i,-4.5,i,i,i,i,i
CC(C)N(C(=O)NC(=O)Nc1ccccn1)S(C)(=O)=O,i,i,i,i,i,-4.3,i,i,i,i,i
COc1ccc(CNC(=O)N[C@@H](Cc2c[nH]c3ccccc23)C(=O)O)cc1,i,i,i,i,i,-0.7,i,i,i,i,i
CCOC(=O)N1CCN(Cc2nc(-c3ccc(OC)cc3)no2)CC1,i,i,i,i,i,-9.3,i,i,i,i,i
CCCCOc1ccc(CON(C(C)=O)C(C)=O)cc1Cl,i,i,i,i,i,-12.1,i,i,i,i,i
CCc1cc2cc(C)ccc2nc1SCC(=O)N1CC(=O)Nc2ccccc21,i,i,i,i,i,-3.2,i,i,i,i,i
COc1ccccc1Cn1c(=S)[nH]c2ccccc2c1=O,i,i,i,i,i,2.3,i,i,i,i,i
CCOc1cc(S(=O)(=O)NCc2ccccc2)c(OCC)cc1-n1cnnn1,i,i,i,i,i,-11.6,i,i,i,i,i
Cc1cc(C)c(OCC(=O)Nc2nc(-c3ccccn3)cs2)c(C)c1,i,i,i,i,i,-8.7,i,i,i,i,i
Nc1cc(S(=O)(=O)Nc2ccc(Cl)cc2)ccc1N1CCOCC1,i,i,25*,i,i,-19.4,i,i,i,i,i
CC(=O)N1CCN(C(=O)c2ccc(C(=O)c3ccccc3)cc2)CC1,i,i,i,i,i,-2.3,i,i,nt,i,i
c1ccc(Cc2noc(CN3CCC(CN4CCOCC4)CC3)n2)cc1,i,i,i,i,i,-1.2,i,i,i,i,i
CC(C)CC(NC(=O)c1ccc(Cl)cc1)C(=O)OCc1cc([N+](=O)[O-])cc2c1OCOC2 (stereo not drawn),i,i,i,i,i,-15.4,i,i,i,i,i
CC(=O)NC(=S)Nc1ccc2oc(=O)ccc2c1,i,i,i,i,i,-6.0,i,i,i,i,i
Cc1ccc(NC(=O)C2CCC(=O)N2)cc1C (stereo not drawn),i,i,i,i,i,0.9,i,i,i,i,i
O=[N+]([O-])c1ccc2c(c1Nc1ccccc1Cl)=NC1(CCCCC1)N=2,i,i,i,i,i,-6.4,i,i,i,i,i
COc1cccc(OC)c1-c1nn(-c2ncc(C(F)(F)F)cc2Cl)c(=O)o1,i,i,i,i,i,-5.0,i,i,i,i,i
CC(C)C(=O)Nc1ccc(NC(=O)c2ccccn2)cn1,i,i,i,i,i,-11.1,i,i,i,i,i
C=CCc1ccc(OCCn2cccc2C=O)c(OC)c1,i,i,i,i,i,-1.1,i,i,i,i,i
CC(C)N(N=Nc1ccc([N+](=O)[O-])cc1)C(C)C,i,i,i,i,i,-0.5,i,i,i,i,i
O=[N+]([O-])c1ccc(CN2CCN(c3ccccc3Cl)CC2)o1,i,i,i,i,i,-0.5,i,i,i,i,i
Cc1c(N=Cc2ccc[nH]2)c(=O)n(-c2ccccc2)n1C,i,i,i,i,i,-12.6,i,i,i,i,i
COc1ccccc1NC(=S)N1C2CCC1CC(NC(=O)NC13CC4CC(CC(C4)C1)C3)C2 (stereo not drawn),i,i,i,i,i,-5.8,i,i,i,i,i
S=c1[nH]nc(Cc2c[nH]c3ccccc23)o1,i,i,i,i,i,-4.1,i,i,i,i,i
CC(=O)c1c(C)[nH]c(C(=O)Nc2cc(C)cc(C)c2)c1C,i,i,i,i,i,-6.3,i,i,i,i,i
# Additional entries.
SMILES,RGS4 block,KCNK3 block,TMEM16A inh,MrgX1 allo act,MrgX1 ag,hERG rescue,RGS4 act,KCNQ1 pot,TMEM16A act,KCNK9 inh,KCNQ1 block
Cc1cc(-c2ccc(C(C)C)c(S(=O)(=O)NCc3ccco3)c2)on1,i,i,i,i,i,-11.3,i,i,i,i,i
COc1ccc(CN2CCCC(CO)(Cc3ccc(F)cc3F)C2)cc1 (stereo not drawn),i,i,i,i,i,-2.8,i,i,i,i,i
COc1ccccc1C(=O)Oc1ccc(C(C)(C)C)cc1,i,-9.1*,i,i,i,-12.6,i,i,i,i,i
Cc1ccc(S(=O)(=O)N2CCN(C)CC2)cc1,i,i,i,i,i,-2.5,i,i,i,i,i
CC1=CCC2C(=O)N(c3cccc(C(=O)Nc4ccccc4Cl)c3)C(=O)C2C1 (stereo not drawn),i,i,i,i,i,-4.1,i,i,i,i,i
Cc1nc(S/C(=C\c2ccc(-c3ccc(C(=O)O)c(Cl)c3)o2)C(=O)O)n[nH]1,i,i,nt,nt,nt,-7.8,i,i,i,i,i
Cc1cc(C)cc(N(CC(=O)NCCSc2ccccn2)S(=O)(=O)c2ccccc2)c1,i,i,i,i,i,-19.1,i,i,i,i,i
CCn1nnnc1NC(=O)c1cc(OC)c(OC)c(OC)c1,i,i,i,i,i,-9.2,i,i,i,i,i
COc1ccc(NC(=S)N2CCN(C)CC2)cc1,i,i,i,i,i,-5.4,i,i,i,i,i
Cc1ccccc1C(=O)NC(=S)Nc1ccccc1N1CCCC1,i,i,i,i,i,-7.0,i,i,i,i,i
Cc1ccc(-n2ncc(C#N)c2/N=C/N2CCN(C)CC2)cc1,i,i,i,i,i,-1.8,i,i,i,i,i
COc1ccc(CCN(C(=O)Cn2nnc3ccccc32)C(C(=O)NCC2CCCO2)c2ccncc2)cc1OC (stereo not drawn),i,i,i,i,i,39.3*,i,i,i,i,i
CCC(=O)N1CCc2cc(S(=O)(=O)NCCC(=O)NC3CCCc4ccccc43)ccc21 (stereo not drawn),i,i,i,i,i,-0.9,i,i,i,i,i
Cc1ccc(C)c(S(=O)(=O)Nc2ccc(O)cc2)c1,i,i,i,i,i,-7.6,i,i,i,i,i
COc1ccccc1NC(=O)C1CCN(c2ncccn2)CC1,i,i,i,i,i,-8.3,i,i,i,i,i
